# PERK inhibitor: block of dimerizer-induced PERK translation repression, primary screen, PERK inhibitor project, CHO PERK-DD cells, SEAP luminescence, HTS; Eukaryotic translation initiation factor 2-alpha kinase 3 (Homo sapiens), Q9NZJ5; CHO PERK-DD fusion, SEAP luminescence translation reporter; inhibition, % at 5.6 µM; 0.17% of 220,000 active;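 active means inhibition above the mean inhibition of all tested compounds plus 3 SD, set separately per screening campaign, cut at about 2.9% in these data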;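 further: PERK kinase domain activated by AP20187 dimerizer at 100 nM; 0% = DMSO with dimerizer and 100% = rapamycin at 8.4 µM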
# TNF necrop inh: inhibitors of TNF-alpha triggered necroptosis, primary screen, cell-based, Jurkat FADD-/-, single concentration | Jurkat FADD-/- TNF necroptosis rescue, ATP luminescence, 24 h; 0 = TNF only, 100 = no-TNF cells | activation (protection from cell death), % at 10 µM | 0.068% of 220,000 active | AID 463075, 2010;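 active means activation, meaning protection from cell death, of at least 50% relative to plate controls; inactive means activation below 50%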;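 further: necroptosis triggered by 40 ng/mL TNF-alpha added together with compound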
# MDM2 E3 inh: MDM2-luciferase reporter signal enhancers, primary screen, MDM2 E3 ligase inhibitor project, cell-based, luminescence, 1536-well. E3 ubiquitin-protein ligase Mdm2 (Homo sapiens), Q00987. cell-based MDM2 ubiquitination luciferase reporter, 2 h; 0 = plate control, 100 = twice control, blank-subtracted. signal enhancement, % at 5 µM. 0.11% of 210,000 active. AID 1230, 2008;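 active means signal enhancement of 30% or more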;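 further: luminescence tracks abundance of the self-degrading MDM2-luciferase fusion protein; higher signal means inhibition of MDM2 E3 ligase activity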
# Target sequence (Q00987 whole entry, looked up, the tested form may be a part): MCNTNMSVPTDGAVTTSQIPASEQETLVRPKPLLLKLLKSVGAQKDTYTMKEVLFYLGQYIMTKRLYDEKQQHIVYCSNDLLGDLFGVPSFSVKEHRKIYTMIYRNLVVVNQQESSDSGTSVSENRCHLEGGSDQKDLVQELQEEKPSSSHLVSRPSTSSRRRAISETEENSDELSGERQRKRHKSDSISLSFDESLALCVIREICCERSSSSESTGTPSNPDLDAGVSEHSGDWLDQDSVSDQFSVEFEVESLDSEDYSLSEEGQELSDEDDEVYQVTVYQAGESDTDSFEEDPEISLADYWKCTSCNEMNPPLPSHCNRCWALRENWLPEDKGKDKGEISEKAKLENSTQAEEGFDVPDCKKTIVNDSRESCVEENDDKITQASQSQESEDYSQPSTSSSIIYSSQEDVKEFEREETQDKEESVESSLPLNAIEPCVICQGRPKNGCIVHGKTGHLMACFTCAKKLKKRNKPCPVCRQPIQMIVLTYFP
#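 Test system: stable mammalian line carrying autodegrading MDM2–luciferase fusion reporter; quantity: 2000 cells in each well; times: 4 h cell settling then 2 h compound exposure, 37 °C; detection: luminescence with SteadyLite reagent, 15 min at room temperature; evaluation: percent signal gain over controls, blank-subtracted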
# Calpain2 inh: inhibitors of pig calpain II, primary screen, biochemical, fluorogenic peptide substrate, 1536-well | purified calpain II, 30 min | AID 1236, 2008 | 0.37% of 220,000 active | inhibition, % at 16 µM;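 active means inhibition above about 50%, limit read from the data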
# EBV gp42 inh: Epstein-Barr virus gp42 inhibitors, primary screen, biochemical, uHTS, fluorescence polarization | Glycoprotein 42 (Epstein-Barr virus (strain AG876)), Q1HVG2 | Fluorescence polarization binding assay, mP read-out | inhibition, % (tested at 21.74 µM) | 0.42% of 220,000 active | AID 1085, 2008; in the data active means inhibition above about 50%
# Target sequence (Q1HVG2 whole entry, looked up): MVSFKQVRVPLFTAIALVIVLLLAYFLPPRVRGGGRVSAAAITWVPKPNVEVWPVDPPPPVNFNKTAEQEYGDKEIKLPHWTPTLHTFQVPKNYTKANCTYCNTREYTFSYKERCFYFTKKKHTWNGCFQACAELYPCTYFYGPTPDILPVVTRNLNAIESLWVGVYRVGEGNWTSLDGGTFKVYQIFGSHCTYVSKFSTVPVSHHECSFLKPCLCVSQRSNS
# eIF4E-4G inh: eIF4E–eIF4G protein interaction inhibitors, primary screen, biochemical, uHTS, TR-FRET, eIF4GI fragment | inhibition, % at 21.7 µM | 0.37% of 220,000 active | TR-FRET eIF4E-eIF4GI(517-606) binding, 2 h | AID 782, 2007;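 active means inhibition above about 30%, limit read from the data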;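 further: 0% = full FRET control wells and 100% = background wells lacking eIF4GI fragment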
# Rad51 HR inh: human RAD51 strand exchange inhibitors, primary screen, biochemical, fluorescence. DNA repair protein RAD51 homolog 1 (Homo sapiens), Q06609. 0.085% of 200,000 active. inhibition, % at 10 µM. AID 1385, 2008. hRad51 DNA strand exchange, fluorescence dequenching;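 active means inhibition above 40% at the single screening dose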;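 further: 0% = DMSO control wells and 100% = blanks with heterologous ssDNA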
# Target sequence (Q06609 whole entry, looked up): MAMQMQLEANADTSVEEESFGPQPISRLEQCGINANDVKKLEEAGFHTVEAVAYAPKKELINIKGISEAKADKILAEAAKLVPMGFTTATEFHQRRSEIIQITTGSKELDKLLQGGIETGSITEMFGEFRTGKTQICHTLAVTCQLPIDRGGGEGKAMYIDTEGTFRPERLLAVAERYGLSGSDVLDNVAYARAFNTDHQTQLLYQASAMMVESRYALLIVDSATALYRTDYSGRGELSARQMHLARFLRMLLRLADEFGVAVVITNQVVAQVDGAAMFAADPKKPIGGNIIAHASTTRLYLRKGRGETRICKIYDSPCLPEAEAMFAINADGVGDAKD
#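 System: human Rad51 nucleoprotein filaments preassembled on unlabelled ssDNA. Reagent: labelled 47-mer dsDNA for strand exchange. Schedule: 30-min compound preincubation and 15-min exchange, both room temperature. Measured by: FRET fluorescence dequenching, excitation 485 nm, emission 520 nm. Read-out: Fluorescence-based percent inhibition, control- and blank-normalised. Benchmarks: plate controls and plate blanks.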
# zVAD death inh: inhibitors of zVAD-triggered necroptosis, primary screen, L929 cells; L929 zVAD necroptosis rescue, ATP luminescence, 24 h; with zVAD 60 µM; viability rescue, % at 10 µM; 0.38% of 220,000 active;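 active means activation, scaled between plate controls, above about 75%, limit read from the data; inactive means activation under that limit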;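 further: 0% = zVAD with DMSO and 100% = DMSO alone without zVAD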
# KCC2 mod: KCC2 cotransporter modulators, thallium flux, primary screen, cell-based, HEK293 KCC2, FluoZin-2 fluorescence, MLSMR. Solute carrier family 12 member 5 (Homo sapiens), Q9H2X9. KCC2 cells, thallium flux FluoZin-2 fluorescence. B-score of Tl+ flux slope (higher = more flux/activation; lower = inhibition) at 10 µM. 2.2% of 190,000 active. AID 1456, 2008;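 active means thallium flux slope and its plate-corrected score both differing from the plate sample mean at a set confidence after two filtering rounds, in either direction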;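 further: slope of fluorescence scaled to starting intensity during 10 to 20 s after thallium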
# * hit, by the source's call; i = inactive; nt = not tested or not shown; [ ] = dose if it differs, or a comment. Not a hit list. Share with any hit: about 3.6%.
SMILES,PERK inhibitor,TNF necrop inh,MDM2 E3 inh,Calpain2 inh,EBV gp42 inh,eIF4E-4G inh,Rad51 HR inh,zVAD death inh,KCC2 mod
COc1ccc(-c2noc(CCCC(=O)NCCc3ccccc3)n2)cc1OC,-1.0,-3.4,-10,10,-9,-2[fluorescence artefact?],3,-0.1,nt
Cc1nc(SCC(=O)Nc2ccccn2)n[nH]1,0.9,-0.1,-5,-23,-8,-1,-3,0.9,0.18
CCCCOc1cccc(C(=O)NC(=S)Nc2cccc(NC(=O)c3ccccc3Cl)c2)c1,-0.2,1.5,nt,11,-15,2,nt,2.0,0.084
CC(=O)c1sc(NC(=O)c2ccccc2C)nc1C,-0.4,0.8,-12,-22,-21,4,1,4.3,0.11
Cc1[nH]c2ccccc2c1/C=C(\C#N)S(=O)(=O)c1ccccc1,0.2,0.3,-12,-55,6,4,-4,1.3,0.67
O=C(CC1SC(=Nc2ccccc2)N(CCc2c[nH]c3ccccc23)C1=O)Nc1ccccc1F (configuration not stated),-0.2,4.6,1,-18,-33,14,-3,4.7,-0.051
NC(=O)[C@H]1CC2(CC(c3cccc(NC(=O)COc4ccc(Cl)cc4)c3)=NO2)CN1C(=O)CC(c1ccccc1)c1ccccc1 (some centres not stated),nt,-12,-9,-86,-6,1,9,0.9,-0.056
CCOC(=O)c1cc2c(=O)n3ccccc3nc2n(CC(C)C)c1=NC(=O)c1c(-c2c(F)cccc2Cl)noc1C,-0.7,-4.1,-9,-61,0,1[fluorescence artefact?],-5,-0.7,-1.4
O=C(CSc1nn(-c2ccccc2)c(=S)s1)NC(=O)NCc1ccco1,-1.4,1.8,-2,-253,-13,-17,6,-0.1,0.82
Cc1ccc(S(=O)(=O)N2CCC(=O)N(CCOCc3ccccc3)CC2)cc1,-0.9,0.6,nt,31,1,2,0,1.5,-1.4
O=C(N/N=C\c1ccc(Oc2ccccc2)cc1)c1csnn1,-0.2,-5.0,-31,17,0,-1,-5,-1.2,-1.4
COC(=O)c1c(NC(=O)c2ccc(C)cc2)csc1C,-0.2,0.7,-16,-5,-1,0,0,1.0,-0.87
CCc1nnc(NS(=O)(=O)c2ccc(NC(=S)NC(=O)/C=C/c3cccs3)cc2)s1,0.2,3.3,0,1,9,1,3,3.5,-2.3
COc1cccc(NC(=O)C(OC(=O)c2ccccc2NS(=O)(=O)c2cccs2)c2ccccc2)c1 (configuration not stated),0.9,7.8,6,-89,-18,-1,4,0.9,-0.22
CCOC(=O)c1cc(C(=O)NCc2ccc(Cl)cc2Cl)nn1C,-0.4,-0.5,-11,33,4,1[fluorescence artefact?],nt,0.0,0.067
O=C(Nc1ccc(-n2cnnn2)cc1)C(c1ccccc1)c1ccccc1,-0.2,0.9,-2,-45,-6,-6,1,-1.4,1
CSc1nn2c(C)c(C)c(C)nc2c1C#N,0.2,0.1,-1,-15,-3,-3,2,-0.8,0.23
COc1cccc(CC(NC(C)=O)C(=O)NC2CCN(c3ncccc3[N+](=O)[O-])CC2)c1 (configuration not stated),0.2,-0.2,-6,-1,6,-2,3,1.4,0.035
COc1ccc(NC2=C3CCCC=C3N(c3ccc(OC)cc3)C2=O)cc1,0.4,-0.4,-9,35,-7,5,3,45,-0.079
CCC1CCCCN1C/C=C/c1ccccc1[N+](=O)[O-] (configuration not stated),0.4,-0.9,9,8,-20,3,-8,-0.3,nt
Cc1nonc1OCCN1CCN(c2ccccc2[N+](=O)[O-])CC1,1.6,1.3,-8,10,-2,-1,33,1.4,-0.31
CCOC(=O)c1c[nH]c2c(C)cc(C)cc2c1=O,0.3,-0.5,-4,-9,-18,-8,-6,0.0,nt
CN1C(=O)CC(c2ccco2)Sc2ccccc21 (configuration not stated),1.3,-2.4,-3,-31,-12,-3,-6,0.4,nt
COC(=O)c1ccc(C2NC(=O)NC(C)=C2C(=O)N(C)C)cc1 (configuration not stated),0.2,-12,6,-11,-13,2,-4,0.3,nt
Cc1c(C#N)sc2nc(-c3ccccc3)nc(N3CCCC3)c12,0.3,-2.0,-11,i,-25,-9[fluorescence artefact?],-2,0.0,0.4
C=CCCC(=O)Nc1nc(C)c(-c2csc(Nc3cc(Cl)ccc3OC)n2)s1,-0.6,-3.5,-23,-30,-2,-6,1,11,0.2
CCC(C(=O)NC1CCCC1)n1c(SCc2cccc(C)c2)nc2ccncc21 (configuration not stated),-0.7,4.1,nt,0,-12,6[fluorescence artefact?],-1,nt,-0.18
Cc1cc(C)n(-c2nc3ccccc3nc2N2CCCC2)n1,-0.3,-1.8,-23,3,-4,1,2,-0.7,0.023
COCCNc1nc(-c2ccccc2)nc2c1oc1ccccc12,-1.6,4.5,-11,-9,-3,0,1,1.0,0.087
CCCNC(=O)c1cccc(COCC(F)(F)C(F)F)c1,1.1,0.1,10,-18,-6,5,6,0.5,-0.88
Cc1c(Cl)c(-c2n[nH]c(=S)n2-c2ccc(F)cc2)nn1C,2.4,-0.8,-9,-8,-10,5[fluorescence artefact?],-6,0.0,nt
c1ccc(-c2csc3ncnc(NCC4COc5ccccc5O4)c23)cc1 (configuration not stated),-1.4,-15,-93,25,-11,3[fluorescence artefact?],21,-0.3,1.1
Cc1cccc(CCNS(=O)(=O)c2ccc(S(=O)(=O)N3CCC(C)CC3)cc2)c1,0.0,-0.5,nt,nt,nt,nt,-3,0.2,-0.35
Cc1ccc(/C=N/c2sc(Cc3ccccc3)c(C)c2C(N)=O)o1,-0.7,-1.6,-1,33,4,15,11,0.2,-0.76
Cc1cc(OCCN2CCCC2)ccc1C(C)C,0.5,0.5,-12,-1,-18,4,-14,0.6,-0.064
CCCOc1ccc(/C=N/Nc2cccc([N+](=O)[O-])c2)c(O)c1,1.4,3.7,-3,-9,-15,23,9,1.9,0.18
CCOc1ccccc1NC(=O)Cc1coc2ccc(C)cc12,1.3,-0.8,-11,17,4,-1,9,0.3,-0.36
CNS(=O)(=O)c1ccc(NC(=O)c2ccccn2)cc1,1.7,1.4,-22,4,-9,5[fluorescence artefact?],3,1.4,-0.56
CN(C)S(=O)(=O)c1ccc(N2CCCC2)c(C(=O)NCc2ccc(Cl)cc2)c1,-1.0,-2.4,-8,11,-10,6,-1,-0.4,1.8
C/C(=N\NC(=O)CNC(=O)c1ccc2c(c1)OCCO2)c1ccco1,0.9,0.8,-1,-20,0,4,4,0.4,-0.72
O=C(NC1CCCCC1)c1cccnc1C(=O)O,1.6,-0.3,6,-5,-11,-8,-5,-0.4,nt
COC(=O)c1ccc(OC)cc1OCC(=O)N1CCN(c2ccc(F)cc2)CC1,-0.7,-2.6,-10,-28,-4,3,-6,-0.1,0.7
CC1=C(C(=O)Nc2ccccn2)C(c2ccc(Br)cc2)NC(=S)N1 (configuration not stated),0.2,1.0,13,-9,7,23,7,0.6,0.048
COc1cc(OC)c2c(OC)cccc2n1,0.5,1.0,-9,-59,-9,-2[fluorescence artefact?],nt,1.7,-0.028
COc1ccc(-c2n[nH]c(=S)n2-c2ccc3c(c2)OCCO3)cc1,0.1,0.8,-3,14,-9,-2,1,1.0,1.7
COc1ccc(NC(C)C(=O)Nc2cc(C(F)(F)F)ccc2N2CCOCC2)c(OC)c1 (configuration not stated),-0.4,2.6,-11,9,0,-4[fluorescence artefact?],3,4.1,-1
Nc1nc(CN2CCN(c3ccccc3)CC2)nc(N2CCCc3ccccc32)n1,0.2,-2.6,4,10,-13,1,-6,0.1,-0.8
COc1ccc(NC(=O)N[C@@H](CCSC)C(=O)O)cc1OC,0.9,1.6,2,9,-7,2,6,1.0,-0.067
CC(C)(C)c1ccc(C(=O)c2c[nH]c(C(=O)NCCCn3ccnc3)c2)cc1,-0.3,-7.8,-17,-5,5,0,-4,-0.2,-0.11
Nc1c(Cl)c(Cl)nc(C(=O)N/N=C/c2cccnc2)c1Cl,1.2,-0.2,-25,-3,-13,-2,5,1.1,nt

# (next part)
SMILES,PERK inhibitor,TNF necrop inh,MDM2 E3 inh,Calpain2 inh,EBV gp42 inh,eIF4E-4G inh,Rad51 HR inh,zVAD death inh,KCC2 mod
O=C(NCCSCc1ccco1)Nc1ccc(Cl)cc1,0.4,0.6,1,16,-14,4,-2,-1.0,-1.1
O=C(COC(=O)CCc1c[nH]c(=O)[nH]1)Nc1cccc(Cl)c1,1.4,-1.4,-4,-29,28,1,6,0.1,-0.017
O=C(Nc1ccc(F)cc1)N1CCN(c2ncccn2)CC1,1.6,0.5,9,-11,-17,4,0,2.2,0.85
CCOC(=O)c1cn(CC(=O)Nc2cccc(F)c2)nn1,2.4,1.0,-13,-14,-5,0,19,0.6,-0.016
O=C(c1ccccc1)N1CCC(c2nc3c(nnn3Cc3ccccc3Cl)c(=O)[nH]2)CC1,-0.5,1.9,-26,12,-3,3,2,-0.5,-0.5
O=C(O)CC(CP(=O)(c1ccccc1)c1ccccc1)C(=O)O (configuration not stated),2.2,-2.2,11,-2,-5,0,1,-0.1,nt
Fc1ccc(CN2CCCCCCC2)cc1F,1.0,-2.7,-5,-5,-3,-9,7,0.0,0.63
CC(=O)c1cc2c(cc1NC(=O)C1CC1)OCO2,1.5,-3.9,-4,-26,-3,1,4,-0.5,-0.25
COc1ccc(CNC(=O)c2cccnc2Sc2ccc(Cl)cc2)cc1,-0.3,-1.6,6,-1,-8,-4,-1,0.1,nt
Cc1ccc(-c2cc(C(=O)n3cnc4ccccc43)c3ccccc3n2)cc1C,-0.5,-4.7,-13,-189,-16,-2,-5,0.7,0.018
Cc1nnc(-n2ncc(C#N)c2N)c2nn(-c3cccc(Cl)c3)c(C)c12,-0.2,-4.9,-1,-51,-22,9,1,1.6,-0.0097
Cc1ccc(C(=O)N/N=C/c2ccc(N3CCOCC3)cc2)c(C)c1,-0.1,-1.8,-9,-45,2,-1,-5,1.2,-0.018

# Part of the list above in a different format:
mol	PERK inhibitor	TNF necrop inh	MDM2 E3 inh	Calpain2 inh	EBV gp42 inh	eIF4E-4G inh	Rad51 HR inh	zVAD death inh	KCC2 mod
Cc1ccc(C(=O)N/N=C/c2ccc(N3CCOCC3)cc2)c(C)c1	-0.1	-1.8	-9	-45	2	-1	-5	1.2	-0.018
Cc1nnc(-n2ncc(C#N)c2N)c2nn(-c3cccc(Cl)c3)c(C)c12	-0.2	-4.9	-1	-51	-22	9	1	1.6	-0.0097
O=C(Nc1ccc(F)cc1)N1CCN(c2ncccn2)CC1	1.6	0.5	9	-11	-17	4	0	2.2	0.85
Cc1ccc(-c2cc(C(=O)n3cnc4ccccc43)c3ccccc3n2)cc1C	-0.5	-4.7	-13	-189	-16	-2	-5	0.7	0.018
